CCT chaperon mod – cytosolic chaperonin activity modulation; purified chaperonin ATPase assay, HTRF ADP detection, 30 min; activity change, % (concentration not given with the values), hits read low; hit rate 0.3% among 360,000; AID 651819; in the data active means activity change below about -30%; further: on the % scale 0 is the no-effect control and ±100 the full control effect
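Enzyme 40 or 20 nM (batch-dependent) in Tris pH 7.4/KCl/MgCl2/DTT; cpd 76 uM single point; ATP 10 uM; 30 min 37 °C; Transcreener ADP HTRF detection, 30 min RT; ratio 665/615.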
pAkt inh – inhibitors of Akt phosphorylation | Neuro2A IGF-stimulated pAkt S473 HTRF, 20 min; active compounds read low | activity change, % for hits at 50 µM | hit rate 0.32% among 360,000 | AID 651550; in the data active means activity change below about -80%; inconclusive means mostly about -51% to -80%; further: on the % scale 0 is the no-effect control and ±100 the full control effect
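Neuro2A cells in DMEM with 0.5% FBS, overnight at 37 deg C, given compound at single 50 µM final, then IGF (6 nM final) for 20 min at 37 deg C. Lysed; phospho-Akt Ser473 by HTRF after 24 h, 665/615 ratio.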
Abeta yeast res – restores growth of yeast expressing A-beta42 peptide; yeast expressing A-beta42, growth rescue, OD600, 48 h; response scale: 0% DMSO, 100% iron-clioquinol control; Potency, µM (titrated, usually from 46.1 µM), for inactives: top-dose growth rescue, most hits filed as activators; hit rate 0.063% among 410,000; further: potency means the concentration at half of the fitted maximal effect; nearly all actives have a fitted effect of over 55% in size
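Growth rescue measured by 600 nm absorbance after 48 h yeast culture at 30 C with compound. Values normalized between DMSO and an equimolar ferric chloride plus clioquinol control.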
HepG2 tox – kills HepG2 cells in TGF-b inhibitor counter-screen. HepG2 CAGA-GFP viability, ATP luminescence, 18 h. hit rate 0.76% among 410,000. Potency, µM (doses to about 46.1 µM), for inactives: at the top dose activity change, negative = cytotoxicity, actives largely listed as cytotoxic; further: potency means the concentration at half of the fitted maximal effect; some results filed as inactive show a strong effect at the top dose
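HepG2 CAGA-GFP cells (1000/well, DMEM with 1% FBS) received compound, then TGF-beta at 500 pg/mL final, and were incubated 18 hours at 37 degrees C. Viability was read by CellTiter-Glo luminescence. Media-only wells were set as complete cell-killing and DMSO as no toxicity.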
Mm-Cpn inhibitor – inhibitors of Methanococcus maripaludis chaperonin (MmCpn); purified Mm-Cpn ATPase, ADP Transcreener TR-FRET; Potency, µM (doses to about 76.9 µM), without a hit: at the highest dose activity, negative = inhibition, actives largely listed as inhibitors; hit rate 0.031% among 330,000; AID 504842; further: potency means the concentration at half of the fitted maximal effect; on the % scale 0 is the no-effect control and ±100 the full control effect; nearly all actives have a fitted effect of over 80% in size
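ATP (10 uM final) was added to archaeal chaperonin (25 nM final) after 10 min exposure to test compound at 37°C; after 30 min further incubation, ADP was detected by competitive TR-FRET.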
A549 viability – kills or reduces viability of A549 cells in Nrf2 counter-screen. hit rate 0.16% among 390,000. A549 ARE-Fluc cells, CellTiter-Fluor viability, 18-24 h. Potency, µM (top dose mostly 46 µM), without a hit: at the highest dose activity change, negative = cytotoxicity, hits mostly inhibitors; further: potency means the concentration at half of the fitted maximal effect; on the % scale 0 is the no-effect control and ±100 the full control effect
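A549 ARE-Fluc cells in 5% FBS OPTI-MEM, 5000 cells/well, rested 2 h then exposed to compounds in concentration-response for 18-24 h at 37 °C. Viability by CellTiter-Fluor fluorescence (Ex 405/Em 525) after 30 min; luciferase luminescence (BugLite, 15 min, RT) read afterwards.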
Nrf2 ARE act – activators of Nrf2 (ARE) signaling; AREc32 ARE-luciferase reporter (MCF7-derived line), luminescence, 24 h; Potency, µM (doses to about 46.1 µM), inactives show top-dose activation, most hits filed as activators; hit rate 0.31% among 410,000; AID 624171; further: potency means the concentration at half of the fitted maximal effect; % of control where 0% means no effect; nearly all actives have a fitted effect of over 65% in size
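ARE-driven firefly luciferase activity in AREc32 cells measured after a 24 hr compound exposure at 37 deg C, using Steady-Glo reagent and a 30 min room-temperature hold.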
Nrf2 inh – inhibitors of Nrf2 signaling; A549 ARE-Fluc reporter, luciferase luminescence, 18-24 h; Potency, µM (titrated, usually from 46 µM), for inactives: top-dose activity change, negative = inhibition, usual class: inhibitors; hit rate 2.1% among 360,000; AID 504444; further: potency means the concentration at half of the fitted maximal effect; on the % scale 0 is the no-effect control and ±100 the full control effect; nearly all actives have a fitted effect of over 60% in size
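A549 ARE_Fluc cells (5000/well, 5% FBS OPTI-MEM) pre-incubated 2 h, then treated with compounds 18-24 h at 37C/5% CO2 in concentration-response. CellTiter-Fluor viability read first; BugLite luciferase luminescence after 15 min at room temperature gives Nrf2 activity.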
TGFb inhibitor – inhibitors of TGF-b signaling; HepG2 CAGA-GFP TGF-b/SMAD3 reporter, GFP fluorescence, 18 h; TGF-beta stimulated, 500 pg/mL final; Potency, µM (top dose mostly 46.1 µM), inactives show top-dose activity, negative = inhibition, hits mostly inhibitors; hit rate 1.2% among 410,000; further: potency means the concentration at half of the fitted maximal effect; on the % scale 0 is the no-effect control and ±100 the full control effect; nearly all actives have a fitted effect of over 65% in size
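First, reporter cells (HEPG2 CAGA-GFP) rested 2 h at 37 degrees C. Next, compounds were pinned in and TGF-beta added to 500 pg/mL final. After 18 h, GFP was imaged per cell and summed per well.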
* marks the source's active call; other numbers are inactive results; i = inactive; u = inconclusive; x = no result given; [ ] = dose if it differs, or a comment. Unless noted, the call rests on the fitted dose curve; in most records, active means well fitted curve in the direction sought with a large enough effect; inconclusive means small, poorly fitted or top-dose-only effect, or another doubt; inactive means no such curve, though single readings can be large; an effect the other way counts as inactive or inconclusive.

The first five entries as a preview:
SMILES | CCT chaperon mod | pAkt inh | Abeta yeast res | HepG2 tox | Mm-Cpn inhibitor | A549 viability | Nrf2 ARE act | Nrf2 inh | TGFb inhibitor
COc1ccc(-c2nnc(SCC(=O)Nc3ccc4c(c3)OCCO4)n2N)cc1OC | -2.3 | i | 1% | 0% | 0% | x | 0.8% | 1% | -5%
CCOc1ccc(NC(=O)CN2CCSc3ccc(S(=O)(=O)N4CCCC4)cc32)cc1 | x | x | -5% | -10% | x | u | 4.2% | x | -21%
O=[N+]([O-])c1cc(-c2nc(-c3cccnc3)no2)ccc1NCc1ccccc1 | x | x | -11% | -14% | x | -10% | -1.1% | u | 1%
CN(CC1CCOCC1)C(=O)CC1C(=O)NCCN1Cc1ccccc1F (stereo not given) | 0.1 | i | 8% | -6% | -9% | -3% | -0.4% | 7% | 15%
Cc1cc(Nc2cccc(C)c2C)n2ncnc2n1 | 0.0 | i | 1% | -30% | 1% | 12% | 3.8% | 8% | -1%

The whole of this part (from the top)
SMILES | CCT chaperon mod | pAkt inh | Abeta yeast res | HepG2 tox | Mm-Cpn inhibitor | A549 viability | Nrf2 ARE act | Nrf2 inh | TGFb inhibitor
COc1ccc(-c2nnc(SCC(=O)Nc3ccc4c(c3)OCCO4)n2N)cc1OC | -2.3 | i | 1% | 0% | 0% | x | 0.8% | 1% | -5%
CCOc1ccc(NC(=O)CN2CCSc3ccc(S(=O)(=O)N4CCCC4)cc32)cc1 | x | x | -5% | -10% | x | u | 4.2% | x | -21%
O=[N+]([O-])c1cc(-c2nc(-c3cccnc3)no2)ccc1NCc1ccccc1 | x | x | -11% | -14% | x | -10% | -1.1% | u | 1%
CN(CC1CCOCC1)C(=O)CC1C(=O)NCCN1Cc1ccccc1F (stereo not given) | 0.1 | i | 8% | -6% | -9% | -3% | -0.4% | 7% | 15%
Cc1cc(Nc2cccc(C)c2C)n2ncnc2n1 | 0.0 | i | 1% | -30% | 1% | 12% | 3.8% | 8% | -1%
O=C(Cn1nc(C(=O)O)c2ccccc2c1=O)Nc1nc(-c2ccccc2)cs1 | -1.8 | i | -2% | -26% | -3% | 1% | 3.1% | 25% | 0%
CCc1cccc(CC)c1NC(=O)c1ccc(-c2cc(Cl)ccc2Cl)o1 | -0.4 | i | -11% | -1% | x | x | 0.5% | x | -8%
CCOc1ccc(NC(=O)CN2CCN(CC(=O)Nc3ccc(C(=O)OC)cc3)CC2)cc1 | 1.0 | i | 19% | -15% | 4% | -1% | 0.2% | x | -7%
O=C(c1cc2ccccn2n1)N1CCN(c2cccc(C(F)(F)F)c2)CC1 | -2.3 | i | -20% | -5% | 0% | 8% | -1.1% | u | -1%
CN(C(=O)c1nn(C)c2c1CSc1ccccc1-2)c1ccccc1Cl | -4.0 | i | -20% | -18% | -1% | -15% | 0.2% | u | -2%
CCCCNC(=O)C1CCN(S(=O)(=O)N2CCOCC2)CC1 | 2.1 | i | 2% | 11% | 0% | 0% | -0.1% | -8% | 15%
COCCN(C(=O)c1ccc(NC2CC2)c([N+](=O)[O-])c1)c1c(N)n(CC(C)C)c(=O)[nH]c1=O | 2.0 | i | -17% | -15% | -4% | -5% | 0.7% | 8% | 14%
Cc1ccc(-c2nn3cnnc3c3ccccc23)cc1 | 2.1 | i | -28% | -16% | 5% | 1% | 2.9% | -9% | -9%
Cc1cccc(N2CCN(S(=O)(=O)c3c(C)[nH]c(C)c3C(=O)N3CCCCC3)CC2)c1C | 0.1 | i | -3% | -17% | 2% | -3% | 0.3% | u | 1%
CC(C)CN(C(=O)c1ccc(-n2cncn2)c([N+](=O)[O-])c1)C1CCS(=O)(=O)C1 (stereo not given) | -0.2 | i | -3% | -5% | -1% | 2% | 1.8% | 12% | -13%
CCOc1ccc(CNS(=O)(=O)c2ccc3c(c2)CCCN3C(C)=O)cc1 | x | x | -13% | -57% | x | 4% | 3.7% | x | -7%
S=C(Nc1ccccc1)N1CCN(C2CCCCC2)CC1 | -2.9 | i | 20% | 0% | 0% | 6% | 2.4% | 12% | 1%
O=C(Nc1ccc(N2CCN(C(=O)c3cccs3)CC2)cc1)c1ccc(F)cc1 | -11 | i | 12% | -9% | -1% | -4% | -0.1% | u | -1%
Cc1ccc(C(=O)OCC(=O)N(CC(C)C)c2c(N)n(Cc3ccccc3)c(=O)[nH]c2=O)cc1[N+](=O)[O-] | 1.9 | i | -1% | -1% | 3% | 2% | -0.7% | -17% | -4%
Cc1nn(CC(=O)Nc2c(C)n(C)n(-c3ccccc3)c2=O)c(C)c1[N+](=O)[O-] | -14 | i | 12% | -5% | -2% | -3% | 0.1% | 0% | 1%
Cc1ccc(CSCCNC(=O)CSc2ccccc2)cc1 | -1.1 | i | 10% | 5% | 2% | 3% | -0.3% | 1% | 1%
Cc1ccc(-c2nc(C)c(CCNC(=O)C(=O)Nc3ccc4c(c3)OCCO4)s2)cc1 | x | x | -15% | 23% | x | 0% | -0.8% | x | 41%[activator]
CC(C)(C)c1ccc(S(=O)(=O)NC(=O)C2(C)CCN2C(=O)Cc2ccc(-c3ccccc3)cc2)cc1 (stereo not given) | 1.8 | i | -11% | -118% | x | x | 0.6% | x | u
CCOc1ccc2nc(NC3=NC(c4ccc(OC)cc4)CC(=O)N3)nc(C)c2c1 (stereo not given) | -5.1 | i | -3% | -101% | -2% | u | 19% | -19% | u
CCn1cc(C2=NC(c3ccccc3)CO2)c2ccccc21 (stereo not given) | -0.3 | i | 20% | -1% | 0% | 8% | 7.6% | 10% | -5%
O=C(NCCCSc1ccccc1)c1cccnc1 | -0.5 | i | 3% | 5% | 0% | 6% | 0.1% | -27% | 3%
Cc1ccc(C)c(N2CCN(C(=O)CCc3nc(-c4cccc(C(F)(F)F)c4)no3)CC2)c1 | 0.1 | i | 7% | -13% | 0% | 0% | 8.9% | -25% | u
COc1ccc(CN(C)CC(O)COc2ccc(-c3ccccc3)cc2)cc1OC (stereo not given) | -1.5 | i | -20% | -90% | -1% | 5% | 4.8% | 9% | u
Cc1ccc(CCNC(=O)C2CCN(S(=O)(=O)N3CCCC3)CC2)cc1 | 0.8 | i | 20% | 8% | 1% | 1% | -1.1% | 10% | 0%
CCOC(=O)C1(CCCc2ccccc2)CCN(C(=O)C2CCCN(C(N)=O)C2)CC1 (stereo not given) | -1.3 | i | 3% | -10% | -1% | -3% | -0.5% | -8% | 2%
Cc1ccc(CC(=O)OCC(=O)NC2CCCC(C)C2C)cc1C (stereo not given) | 1.8 | i | 27% | -27% | 0% | 15% | 0.2% | 10% | -10%
Cc1ccc(Cl)cc1NC(=O)CN1C(=O)NC(C)(C2CC2)C1=O (stereo not given) | 0.0 | i | -7% | 0% | 0% | 3% | 0.8% | 8% | 10%
Cc1nccc(-c2ccc(-n3cnc4ccccc43)cc2)n1 | -2.8 | i | 18% | 9% | -2% | 0% | 0.3% | 0% | u
CC(C)OC(=O)c1cccnc1SCC(=O)N(C)c1ccccc1 | -1.3 | i | 5% | -10% | -1% | 2% | -0.2% | x | -9%
CCCCn1c(CNC(=O)Cc2ccccc2)nc2ccccc21 | -0.4 | i | 4% | -13% | 2% | -3% | -1.4% | -3% | -8%
Cc1cccc(NC(=O)c2cc(S(=O)(=O)N3CCCCC3)ccc2Cl)n1 | -2.5 | i | -2% | 0% | 1% | 0% | 0.3% | 9% | 1%
Cc1ccccc1-c1nc2ccccc2[nH]1 | -1.0 | -124%* | 10% | -5% | 0% | -11% | 2.3% | u | 20%
CC(=O)N=c1sc2cc(C)ccc2n1C | -2.8 | i | 14% | -5% | 1% | 9% | 0.3% | u | 15%
Clc1ccc(OC2CCN(Cc3nc(CC4CC4)no3)CC2)cc1 | -2.3 | i | 20% | -6% | 2% | 5% | 1.5% | -5% | -19%
Cc1cc(C(=O)N2CCC(C)CC2)on1 | -0.1 | i | 3% | -4% | 1% | -11% | -0.2% | -13% | 1%

Complete entries as entered above. Screens in order: CCT chaperon mod	pAkt inh	Abeta yeast res	HepG2 tox	Mm-Cpn inhibitor	A549 viability	Nrf2 ARE act	Nrf2 inh	TGFb inhibitor
Cc1nccc(-c2ccc(-n3cnc4ccccc43)cc2)n1 across the screens: -2.8	i	18%	9%	-2%	0%	0.3%	0%	u
Clc1ccc(OC2CCN(Cc3nc(CC4CC4)no3)CC2)cc1 across the screens: -2.3	i	20%	-6%	2%	5%	1.5%	-5%	-19%

Carrying on:
SMILES | CCT chaperon mod | pAkt inh | Abeta yeast res | HepG2 tox | Mm-Cpn inhibitor | A549 viability | Nrf2 ARE act | Nrf2 inh | TGFb inhibitor
COC1CCN(C(=O)CC2C(=O)NCCN2CC(C)(C)C)CC1 (stereo not given) | 1.6 | i | 8% | 6% | 4% | 1% | -0.1% | 8% | -5%
COc1ccc(Nc2cc(C)nc(-n3nc(C)cc3C)n2)cc1Cl | x | x | -31% | -38% | x | u | -0.6% | x | u
Cc1ccccc1Oc1ccccc1N | 1.2 | i | -4% | -1% | -2% | 2% | -0.6%[9.22 µM] | 2% | 2%
O=C(OCCCc1cc2ccccc2c(=O)o1)N1CCOCC1 | 1.3 | i | -4% | 0% | 1% | -1% | 1.0% | 20% | -16%
Cc1cc(C)cc(-c2nnc(SCc3ccc(C(=O)O)cc3)o2)c1 | 2.7 | i | 7% | 4% | 1% | 6% | -1.3% | -18% | 2%
COC(=O)c1cscc1NC(C)=O | -1.8 | i | 18% | -8% | -3% | -6% | -0.4% | -5% | -16%

Bioassay records (PubChem)
